LDHA block = blocks human lactate dehydrogenase A | P00338 | purified LDHA, NADH/diaphorase-resazurin fluorescence; stronger effect = lower value | activity change, % (values are at about 110 or 230 µM) | 0.15% of 480,000 active | AID 1347041; in the data active means activity change below about -30%; inconclusive means mostly about -25% to -30%;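 further: plate controls were DMSO wells for no effect and wells without enzyme for full effect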
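Remaining NADH was detected by diaphorase (0.133 mg/mL) converting 37 µM resazurin to fluorescent resorufin, read at 0 and 20 minutes. The preceding 5-minute room-temperature reaction used 2 nM LDHA, 0.2 mM sodium pyruvate and 0.06 mM NADH at pH 7.4.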
Pol kappa inh = inhibitors of human DNA polymerase kappa. 0.53% of 400,000 active. Q9UBT6. purified Pol kappa, fluorescent DNA synthesis assay, 10 min. AID 588579. Potency, µM (top dose mostly 107 µM), inactives show at the highest dose activity, negative = inhibition, usual class: inhibitors; further: potency means the concentration at half of the fitted maximal effect; on the % scale 0 is the no-effect control and ±100 the full control effect
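Enzyme at 10 nM met test compounds for 15 min at room temperature. Substrate addition (50 nM final) began the reaction, which was monitored by fluorescence at 0 and 10 min.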
APE1 inh = inhibitors of human APE1 endonuclease | 0.35% of 350,000 active | AID 2517 | Potency, µM (titrated, usually from 65.8 µM), for inactives: top-dose activity change, negative = inhibition, hits mostly inhibitors | recombinant APE1, TAMRA/BHQ-2 abasic DNA cleavage fluorescence;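 further: potency means the concentration at half of the fitted maximal effect; plate controls were vehicle for no effect and reference inhibitor for full effect; nearly all actives have a fitted effect of over 55% in size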
Target sequence (P27695 whole entry, looked up): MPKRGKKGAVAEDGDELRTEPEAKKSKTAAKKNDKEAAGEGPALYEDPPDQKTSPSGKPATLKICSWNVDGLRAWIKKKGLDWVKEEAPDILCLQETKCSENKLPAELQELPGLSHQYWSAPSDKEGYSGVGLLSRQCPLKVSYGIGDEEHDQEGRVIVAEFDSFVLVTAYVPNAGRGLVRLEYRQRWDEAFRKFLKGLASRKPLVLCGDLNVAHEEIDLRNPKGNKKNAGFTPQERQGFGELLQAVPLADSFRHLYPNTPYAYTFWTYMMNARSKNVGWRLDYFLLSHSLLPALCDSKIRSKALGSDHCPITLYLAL
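Compound pre-exposure to 0.75 nM APE1, 15 min at ambient temperature. Reaction initiated with 50 nM TAMRA/BHQ-2 THF substrate, read immediately in kinetic mode, 525 nm excitation, 598 nm emission.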
POLH inh = inhibitors of human DNA polymerase eta | Q9Y253 | recombinant Pol eta, fluorescent DNA replication assay | Potency, µM (series often up to 114 µM), for the others: at the highest dose activity change, negative = inhibition, usual class: inhibitors | 1.2% of 390,000 active; further: potency means the concentration at half of the fitted maximal effect; on the % scale 0 is the no-effect control and ±100 the full control effect
Target sequence (Q9Y253 whole entry, looked up): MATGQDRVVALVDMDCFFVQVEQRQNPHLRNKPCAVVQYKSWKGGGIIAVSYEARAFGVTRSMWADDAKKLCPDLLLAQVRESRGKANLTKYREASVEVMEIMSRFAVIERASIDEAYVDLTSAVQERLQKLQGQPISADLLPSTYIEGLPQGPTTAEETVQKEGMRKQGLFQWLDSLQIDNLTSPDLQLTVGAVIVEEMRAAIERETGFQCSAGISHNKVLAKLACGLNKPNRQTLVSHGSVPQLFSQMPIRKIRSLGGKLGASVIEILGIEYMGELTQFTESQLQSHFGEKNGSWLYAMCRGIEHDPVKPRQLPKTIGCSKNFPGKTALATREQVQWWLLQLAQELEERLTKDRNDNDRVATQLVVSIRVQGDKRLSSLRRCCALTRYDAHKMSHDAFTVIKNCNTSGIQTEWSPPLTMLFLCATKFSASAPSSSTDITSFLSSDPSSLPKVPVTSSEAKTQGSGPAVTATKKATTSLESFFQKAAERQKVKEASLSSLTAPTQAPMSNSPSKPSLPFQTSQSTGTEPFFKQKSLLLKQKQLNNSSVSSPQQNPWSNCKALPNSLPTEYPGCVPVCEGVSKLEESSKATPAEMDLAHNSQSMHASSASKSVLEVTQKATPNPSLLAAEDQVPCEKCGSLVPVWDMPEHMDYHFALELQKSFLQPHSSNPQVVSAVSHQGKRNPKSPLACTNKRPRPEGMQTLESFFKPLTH
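Fluorescent replication assay: 50 nM final substrate added after a 15 min room-temperature compound preincubation with 10 nM enzyme. Signal taken at 0 min and again at 10 min.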
RGS4 inhibitor = blocks human RGS4-accelerated GTP hydrolysis | AID 504845 | P49798 | Potency, µM (highest dose often 114 µM), without a hit: at the highest dose activity change, negative = inhibition, actives largely listed as inhibitors | 0.039% of 390,000 active | Transcreener GDP fluorescence polarization, RGS4-accelerated GTP hydrolysis; further: potency means the concentration at half of the fitted maximal effect; on the % scale 0 is the no-effect control and ±100 the full control effect; nearly all actives have a fitted effect of over 75% in size; some results filed as inactive show a strong effect at the top dose
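MLSMR compounds (23 nl, pin-transferred) preincubated 10 min at room temperature with a 500nM (2x) first reagent, then RGS4 at 900nM (2x) plus Transcreener GDP mix added; fluorescence polarization (620/688 nm) read before and after 90 min at 30 °C.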
ERG Ets-DNA blk = blocks human ERG Ets domain binding to DNA. 0.028% of 370,000 active. Potency, µM (series often up to 76.9 µM), for inactives: top-dose FP activity, negative = inhibition, actives largely listed as inhibitors. AID 624246. fluorescence polarization, His-ERG Ets domain / labelled DNA; active means well fitted inhibition curve with a large enough effect in the polarisation, with a control signal flat; inconclusive means small, poorly fitted or top-dose-only effect, or effect the other way, or a change in a side signal; inactive means no such curve, though single readings can be large or run the other way; the % refers to the polarisation;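 further: polarization taken with two DNA probes labelled with fluorescein and Texas red; potency means the concentration at half of the fitted maximal effect; % of control where 0% means no effect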
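His-tagged ERG Ets domain (1 uM in the protein solution; 300mM KCl, 50mM Tris-HCl, 1mM EDTA, 1mM DTT, pH 7.5) received compound, then a probe mix of 5 nM fluorescein-DNA and 100nM Texas-615-DNA. Fluorescence polarization was read for both dyes.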
Apoferritin bind = candidate novel general anesthetic via apoferritin binding; apoferritin/1-aminoanthracene competitive binding, fluorescence; Potency, µM (doses to about 77.5 µM), for the others: top-dose activity change, negative = displacement, hits mostly inhibitors; 0.074% of 350,000 active; AID 485281; further: potency means the concentration at half of the fitted maximal effect; on the % scale 0 is the no-effect control and ±100 the full control effect; nearly all actives have a fitted effect of over 20% in size
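10 uM apoferritin + 50% sat. 1-AMA, PBS; cpd 10 min RT; Ex380/Em535 endpoint; normalized to free probe vs complex; 4-param Hill fit; propofol titration as pos. ctrl.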
12-LOX inh = blocks human arachidonate 12S-lipoxygenase; P18054; 1.1% of 580,000 active; purified 12hLO, xylenol orange hydroperoxide absorbance; Potency, µM (titrated, usually from 108 µM), for the others: at the top dose activity change, negative = inhibition, hits mostly inhibitors; further: potency means the concentration at half of the fitted maximal effect; on the % scale 0 is the no-effect control and ±100 the full control effect
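Purified human 12hLO (150 nM final) in 25 mM Hepes, 0.01% Triton X-100, pH 7.0 was preincubated 15 min at room temperature with compound. Then 40 uM arachidonic acid was added, 30 min. Hydroperoxide was read by Fe-XO absorbance ratio 573/405 nm.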
Pol beta inh = blocks human DNA polymerase beta activity. 1.3% of 340,000 active. AID 485314. Pol beta primer extension/strand displacement, fluorescence kinetic. Potency, µM (highest dose often 114 µM), for inactives: at the top dose activity change, negative = inhibition, actives largely listed as inhibitors. P06746; further: potency means the concentration at half of the fitted maximal effect; on the % scale 0 is the no-effect control and ±100 the full control effect
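Human Pol beta at 10 nM; strand-displacement substrate 50 nM final. Compound exposure 15 min at room temperature before start, reaction 10 min at room temperature.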
Starred values were filed as active, the others as inactive; ? = inconclusive; . = not tested or not shown; & = joins results of further samples; [ ] = dose if it differs, or a comment. Unless noted, the call rests on the fitted dose curve; in most records, active means well fitted curve in the direction sought with a large enough effect; inconclusive means small, poorly fitted or top-dose-only effect, or another doubt; inactive means no such curve, though single readings can be large; an effect the other way counts as inactive or inconclusive. Some of the compounds tested (hit frequency here may not be typical).

SMILES | LDHA block | Pol kappa inh | APE1 inh | POLH inh | RGS4 inhibitor | ERG Ets-DNA blk | Apoferritin bind | 12-LOX inh | Pol beta inh
O=C(OC1CCCCC1=O)c1cccc(S(=O)(=O)N2CCOCC2)c1 (centres undefined) | -10 | -16% | -27% | 10% | -10% | 2% | . | -15% | .
CC(=O)NCCOC(=O)Nc1ccncc1 | 4 | 1% | 3% | -5% | -21% | -11% | -14% | 23% | 1%
C=CCn1c(COc2ccccc2OC)nc2ccccc21 | -2 | -16% | -11% | -11% | -15% | -3% | -17% | 9% | 7%
Cc1ccc(C)c(S(=O)(=O)N/N=C2/CCCc3ccccc32)c1 | -4 | -10% | ? | -11% | -38% | -6% | ? | 3% | 0%
CCn1c(COc2ccccc2)nnc1SCC(=O)NC1CCCCC1 | -3 | 1% | -2% | -10% | 13% | -2% | -17% | 11% | 46%
CC1CCN(c2c(NCc3ccc(C(=O)NCc4ccccc4)cc3)c(=O)c2=O)CC1 | -2 | -6% | 6% | -9% | -4% | -7% | -14% | 20% | 11%
CC1CCCN(C(=O)c2ccc3c(c2)OCCO3)C1 (centres undefined) | -1 | -23% | -14% | -21% | -18% | -1% | . | 10% | .
Cc1ccccc1-c1cc2c(nn1)-c1ccccc1C2=O | 19 | -6% | -10% | -14% | -28% | -3% | -16% | -17% | -2%
O=C1CCC(=O)N1c1ccc(-c2nc3sc4c(c3c(=O)o2)CCC4)cc1 | -3 | -3% | -5% | -3% | 15% | -1% | -5% | 123%[activator] | 0%
Cc1cccc(N2CC(C(=O)NCC3COc4ccccc4O3)CC2=O)c1C (centres undefined) | -2 | -37% | -15% | -7% | 4% | -4% | . | 192%[activator] | .
COCCSc1ccccc1C(=O)Nc1nnc(COC)s1 | -5 | -22% | ? | 0% | -22% | 1% | -3% | ? | 45%
CN(c1ccccc1)S(=O)(=O)c1cccc(NC(=O)CN2CCCc3ccccc32)c1 | -7 | -3% | 0% | -24% | 3% | 6% | -10% | 11% | 6%
CCN(CC)S(=O)(=O)c1nnc(NC(=O)COc2ccccc2F)s1 | -4 | -27% | . | . | 9% | 3% | -1% | -12% | -26%
COc1cc(CNc2ccc3[nH]c(=O)[nH]c3c2)ccc1OCc1ccc(F)cc1Cl | 2&3 | -4%&-4% | 20% | -5%&5% | 2%&10% | -1%&-9% | ? | ? | 12%&15%
COc1ccc(N2CCN(C3=NS(=O)(=O)C(c4cccc(Br)c4)=C3C)CC2)cc1 | 1 | 0% | . | -12% | ? | 1% | -3% | -17% | -14%
Cc1sc(NC(=O)c2ccco2)c(C(=O)c2ccc(Cl)cc2)c1C | -4 | -21% | 13% | -8% | -8% | 3% | -3% | -30% | 34%
Fc1ccccc1OCCCN1CCOCC1 | -13 | -5% | 12% | 2% | 13% | 16% | -13% | ? | 18%
CCOC(=O)c1c(NC(=O)C2C3C=CC(C3)C2C(=O)O)sc2c1CC(C)(C)OC2 (centres undefined) | -3 | 1% | 7% | -9% | ? | 7% | -1% | -8% | 15%
C=CCn1c(SCC(=O)NC(=O)NCCC)nnc1C1CCCCC1 | -4 | 2% | -5% | 3% | -45% | 2% | -13% | 0% | 6%
Cc1ccc(/C=N/NC(=O)c2ccc(N(C)S(=O)(=O)c3ccccc3)cc2)cc1 | -7 | -18% | -15% | -4% | 12% | -7% | 0% | 3% | 23%
COc1cc(-c2nc(Cc3ccccc3Cl)no2)cc(OC)c1OC | -9&9 | -16% | -4% | -16% | -9% | 0% | -10% | 12%&-18% | 16%
O=C(CC12CC3CC(CC(C3)C1)C2)NCc1ccccc1 | 1 | 5% | 28% | -9% | -17% | 4% | -13% | 38%[activator] | 5%
COC(=O)c1cc(S(=O)(=O)NCC2CCN(Cc3ccc(C)cc3)CC2)c[nH]1 | -7&-12&-10 | 5%&3% | 22% | -10%&-6% | -5%&28% | 4%&-6% | -11%&-6% | -9%&-24%&-29% | 17%&5%
S=c1[nH]ccn1-c1ccccc1Cl | -11 | -5% | -2%&-1% | -14% | 10% | 67%[activator] | 35%&-2%[activator] | 0% | 24%&7%
CCN1CC(CN(C)Cc2cn(-c3ccc(C)cc3)nc2-c2ccc(F)cc2)CC1=O (centres undefined) | 2 | -3% | 6% | -21% | -7% | 16% | -17% | 3% | -19%
Additional compounds follow.
SMILES | LDHA block | Pol kappa inh | APE1 inh | POLH inh | RGS4 inhibitor | ERG Ets-DNA blk | Apoferritin bind | 12-LOX inh | Pol beta inh
Cn1cc(-c2cc3n(n2)CCC(=O)N3CCCC(=O)NCc2ccccc2)c2ccccc21 | 0 | -14%[60.1 µM] | . | 7% | 2% | 4% | -16% | -9% | 0%
Cc1ccc(S(=O)(=O)N2CCCOC2CNC(=O)C(=O)NCc2ccncc2)cc1 (centres undefined) | -6 | -2% | -4% | -21% | -11% | -2% | -12% | -12% | 28%
C=CC(=O)NC(NC(=O)C=C)c1ccc(Br)cc1 | 1 | -10% | 5% | -3% | 6% | 6% | -8% | 0% | 1%
O=C(N(Cc1ccccc1)c1ccccn1)C12CC3CC(CC(C3)C1)C2 | -2 | -14% | 13% | -4% | 25% | -3% | -12% | 0% | 16%
COc1ccc(CSc2nnc3[nH]c(=O)cc(N)n23)cc1 | -8 | -3% | ? | -4% | -48% | 11% | -8% | -5% | 67%
COc1cccc(C2CC(c3cccs3)=NN2C(=O)c2ccco2)c1O (centres undefined) | -3 | -19% | 57%[activator][12.4 µM] | -14% | -13% | 5% | -19% | -2% | -26%
Cc1nc(S(=O)(=O)c2ccc(Br)cc2)nc2c1CCC2 | 1 | -15% | 0% | 17% | 16% | -8% | -13% | 3% | -9%
COCCN(C(=O)c1cccc(N2C(=O)CCC2=O)c1)c1nc(-c2ccc([N+](=O)[O-])cc2)cs1 | -7 | -6% | 13% | -13% | -6% | 0% | . | -3% | .
Cc1ncoc1C(=O)NC1CCCc2c1cnn2-c1ccc(C(C)(C)C)cc1 (centres undefined) | 0 | -10% | 32% | -6% | 3% | 9% | ? | 498%[activator] | 4%
Cc1ccc(-c2onc(C)c2C)cc1S(=O)(=O)N1CCC(C)CC1 | -3 | 9% | . | -11% | 3% | 2% | 51%[activator] | -15% | ?
c1ccc(CCCNc2ncccn2)cc1 | -8 | -5% | 6% | 9% | -20%[56.9 µM] | -7% | -4% | 0% | 9%
O=C(NCC1(N2CCOCC2)CCCCC1)c1cccc(S(=O)(=O)N2CCc3ccccc3C2)c1 | 3 | 1% | -3% | -20% | -29% | 11% | -11% | 1% | -2%
O=C(C1CCN(S(=O)(=O)c2ccc(Cl)cc2)CC1)N1CCCCCCC1 | -4 | -17% | -15% | -9% | -10% | 3% | -17% | 1% | 10%
CCN(C(=O)COC(=O)Cc1ccc(F)cc1)c1c(N)n(Cc2ccccc2)c(=O)[nH]c1=O | 1 | 5% | 21% | -8% | 2% | 22% | . | 22% | .
Cc1ccc(-c2nc(C(=O)NCCCN(C)C)cc3c2[nH]c2ccccc23)cc1 | -13 | -9% | -8% | -3% | 1% | 13% | -2% | ? | ?

A stretch of the results above, as a working copy:
SMILES | LDHA block | Pol kappa inh | APE1 inh | POLH inh | RGS4 inhibitor | ERG Ets-DNA blk | Apoferritin bind | 12-LOX inh | Pol beta inh
Cn1cc(-c2cc3n(n2)CCC(=O)N3CCCC(=O)NCc2ccccc2)c2ccccc21 | 0 | -14%[60.1 µM] | . | 7% | 2% | 4% | -16% | -9% | 0%
Cc1ccc(S(=O)(=O)N2CCCOC2CNC(=O)C(=O)NCc2ccncc2)cc1 (centres undefined) | -6 | -2% | -4% | -21% | -11% | -2% | -12% | -12% | 28%
C=CC(=O)NC(NC(=O)C=C)c1ccc(Br)cc1 | 1 | -10% | 5% | -3% | 6% | 6% | -8% | 0% | 1%
O=C(N(Cc1ccccc1)c1ccccn1)C12CC3CC(CC(C3)C1)C2 | -2 | -14% | 13% | -4% | 25% | -3% | -12% | 0% | 16%
COc1ccc(CSc2nnc3[nH]c(=O)cc(N)n23)cc1 | -8 | -3% | ? | -4% | -48% | 11% | -8% | -5% | 67%
COc1cccc(C2CC(c3cccs3)=NN2C(=O)c2ccco2)c1O (centres undefined) | -3 | -19% | 57%[activator][12.4 µM] | -14% | -13% | 5% | -19% | -2% | -26%
Cc1nc(S(=O)(=O)c2ccc(Br)cc2)nc2c1CCC2 | 1 | -15% | 0% | 17% | 16% | -8% | -13% | 3% | -9%
COCCN(C(=O)c1cccc(N2C(=O)CCC2=O)c1)c1nc(-c2ccc([N+](=O)[O-])cc2)cs1 | -7 | -6% | 13% | -13% | -6% | 0% | . | -3% | .
Cc1ncoc1C(=O)NC1CCCc2c1cnn2-c1ccc(C(C)(C)C)cc1 (centres undefined) | 0 | -10% | 32% | -6% | 3% | 9% | ? | 498%[activator] | 4%
Cc1ccc(-c2onc(C)c2C)cc1S(=O)(=O)N1CCC(C)CC1 | -3 | 9% | . | -11% | 3% | 2% | 51%[activator] | -15% | ?

Screening data deposited in PubChem by National Center for Advancing Translational Sciences (NCATS).
